MgcRacGAP inhibition = MgcRacGAP GTPase-activating activity inhibitors, confirmation, biochemical, ADP Hunter fluorescence; MgcRacGAP-stimulated Rac1 GTP hydrolysis, ADP Hunter fluorescence; higher % means a stronger effect; GST-tagged Rac1 F28L mutant substrate; inhibition, % at 30 µM, or IC50 in µM where a hit was titrated; 340,000 compounds, 0.6% hits; AID 624330;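 active = first-screen hits whose inhibition reached a set limit at any dose in the follow-up dose series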;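 also: fluorescence reports GDP produced by GAP-driven GTP hydrolysis; strong numbers were not always called active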
KOR beta-arrestin-1 = kappa opioid receptor blockers – cell-based, luminescence, uHTS (AID 1778); KOR beta-arrestin recruitment, luminescence, antagonist mode; higher % means a stronger effect; inhibition, % at 10 µM; hits with a dose series show IC50 in µM; 290,000 compounds, 0.091% hits; also: strong numbers were not always called active
GPR55 beta-arrestin = GPR55 agonists via beta-arrestin recruitment, primary screen, imaging, U2OS cells, beta-arrestin-GFP redistribution (AID 1961); U2OS GPR55 beta-arrestin-GFP redistribution imaging; higher % means a stronger effect; activation, % at 10 µM; hits with a dose series show EC50 in µM; 290,000 compounds, 0.048% hits;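 active = activation above 40% with more than 50 cells counted in the well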;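 also: U2OS osteosarcoma cells stably expressing GPR55 and beta-arrestin-GFP; plate controls were DMSO negative control for no effect and LPI positive control for full effect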
NOD2 inhibition = NOD2 signaling inhibitors, cell-based, luminescence, uHTS, HEK293 (AID 1566); HEK293 NOD2/NF-kB luciferase reporter, luminescence; higher % means a stronger effect; inhibition, % at 4 µM; hits with a dose series show EC50 in µM; 290,000 compounds, 0.63% hits; also: many of its hits are not listed in these tables
Large T inhibition = SV40 large T antigen inhibitors, biochemical (AID 1903). 310,000 compounds, 0.39% hits. SV40 large T antigen ATPase/helicase inhibition assay; higher % means a stronger effect. one-dose inhibition, % at 20 µM; IC50 in µM for titrated hits; in the data active = a potency from the dose series; also: strong numbers were not always called active
HIV peptide binding = inhibitors of HIV fusion peptide binding, primary screen, biochemical, uHTS, fluorescence dequenching (AID 1986); 290,000 compounds, 0.3% hits; one-dose inhibition, % at 20 µM; IC50 in µM for titrated hits; cell-free peptide binding, fluorescence dequenching, 30 min; higher % means a stronger effect; in the data active = inhibition mostly above about 52%, no sharp cut-off; inactive = mostly below about 76%; also: some results filed as inactive read as strong as hits
KOR beta-arrestin-2 = kappa opioid receptor activators – cell-based, luminescence, uHTS, primary screen (AID 1777) | KOR beta-arrestin recruitment, luminescence; higher % means a stronger effect | activation, % at 10 µM, or EC50 in µM where a hit was titrated | 280,000 compounds, 0.02% hits; in the data active = activation above about 50%, passing the limit was not always enough; also: a part of the inactive calls stands beside numbers as strong as those of hits
NOD1 inhibition = inhibition of NOD1-driven NF-kB reporter – cell-based, luminescence, uHTS, primary screen (AID 1578). NOD1-driven NF-kB luciferase reporter cells, luminescence; higher % means a stronger effect. inhibition, % at 4 µM; hits with a dose series show EC50 in µM. 290,000 compounds, 1% hits; in the data active = inhibition mostly above about 36%, no sharp cut-off; inactive = mostly below about 34%;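 also: HEK-293T reporter cells stimulated with the NOD1 agonist gamma-tri-DAP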
GPR55 LPI antagonism = GPR55 antagonists blocking LPI-driven arrestin recruitment, primary screen, imaging, U2OS, beta-arrestin-GFP, LPI agonist (AID 2013) | U2OS GPR55 beta-arrestin-GFP translocation imaging, LPI antagonism; higher % means a stronger effect | 290,000 compounds, 0.13% hits | one-dose inhibition, % at 10 µM; IC50 in µM for titrated hits;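 active = spots per cell inhibited over 60%, with over 100 cells counted and total cytoplasm intensity under 500,000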;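 also: U2OS cells stably carrying GPR55 and arrestin-GFP stimulated by 5 µM LPI near EC80; imaged beta-arrestin-GFP aggregate spots per cell after agonist stimulation; plate controls were LPI-stimulated DMSO wells for no effect and DMSO wells without LPI for full effect; some results filed as inactive read as strong as hits; confirmed hits need IC50 under 10 µM and bright autofluorescent wells are also inconclusive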
Starred values were filed as active, the others as inactive; / = not tested or not shown; [ ] = another dose, or the depositor's remark. Rule as the data show it, unless noted: active = inhibition above about 50%; inactive = the rest.

SMILES	MgcRacGAP inhibition	KOR beta-arrestin-1	GPR55 beta-arrestin	NOD2 inhibition	Large T inhibition	HIV peptide binding	KOR beta-arrestin-2	NOD1 inhibition	GPR55 LPI antagonism
COC(=O)CSc1nc(C)c(C)c(C)c1C(N)=O	7%	5%[20 µM]	-0.1%	19%	0%	0.6%	-7.7%	6%	-3%
COCCN1C(=O)c2[nH]nc(-c3ccccc3O)c2C1c1ccc(OC)cc1 (configuration not stated)	4%	-3%	1.3%	13%	15%	-2.3%	2.3%	0%	-3%
COc1ccc(CC(=O)Nc2ccc(S(=O)(=O)Nc3ncccn3)cc2)cc1	0%	-48%	-0.1%	4%	5%	3.5%	1.5%	-20%	-7%
CCOC(=O)c1ccc(NC(=S)N2CCC(C(N)=O)(N3CCCCC3)CC2)cc1	-1%	9%[20 µM]	0.0%	6%	23%	-1.3%	-2.3%	-22%	3%
O=C1CCCc2c1cc(C(=O)Nc1ccc(Br)cn1)c(=O)n2-c1ccccc1	11%	29%	0.0%	20%	7%	6.6%	-2.0%	/	4%
O=C(Nn1cnnc1)c1ccncc1	6%	21%	-0.1%	7%	-3%	2.1%	-4.9%	-20%	4%
Cn1nnnc1SCC(=O)Nc1ccccn1	-1%	-8%	0.0%	0%	-5%	-1.3%	-0.3%	-1%	9%
CC1CCc2nc3ccc(S(=O)(=O)N4CCC(C(=O)O)CC4)cc3c(C(=O)O)c2C1 (configuration not stated)	12%	-25%[20 µM]	-0.1%	-1%	/	6.4%	1.0%	-22%	-5%
CC(C)(C)NC(=O)C(=O)NCCC1=CCCCC1	12%	-14%	0.1%	-1%	14%	-0.1%	8.2%	-10%	-16%
CC(CC(F)(F)F)N1CCC(n2nccc2NC(=O)CCOc2ccccc2)CC1 (configuration not stated)	-2%	4%	-0.1%	6%	12%	-1.2%	-7.9%	-9%	11%
CCCN(C(=O)CCNC(=O)Cn1cnc2ccccc2c1=O)c1cccc(Cl)c1	3%	-2%	-0.4%	5%	7%	0.1%	1.1%	-66%	11%
CCSC1=NC2(CCCCC2)Nc2sc3c(c21)CCCC3	15%	-9%	0.3%	15%	17%	0.0%	-1.5%	-4%	-2%
COc1ccccc1/C=C1/SC(=S)N(CCC(=O)Nc2cccnc2)C1=O	7%	-33%	-0.2%	10%	-1%	13%	12%	2%	3%
CNc1ccc(NC(C)=O)cc1[N+](=O)[O-]	6%	-24%	-0.3%	8%	-1%	0.0%	-4.5%	-3%	-6%
COc1ccc(C(=O)NCCCN2CCOCC2)cc1Br	7%	-12%	-0.1%	-1%	4%	-0.2%	-2.6%	-26%	-1%
COc1cc(C)ccc1OCc1cc(C(=O)NCCN2CCCC(O)C2)no1 (configuration not stated)	9%	-17%	-0.1%	-8%	9%	1.4%	3.6%	-14%	5%
Cc1cc(SCc2cccc(Cl)c2)nc(=O)[nH]1	-2%	-12%	-0.1%	-15%	12%	1.8%	6.4%	6%	-1%
COc1ccc(Cc2nnc(NC(=O)Nc3cccc(OC)c3)s2)cc1	9%	21%	0.2%	13%	1%	-0.2%	-2.9%	-1%	2%
CCN1CCN(CCNC(=O)c2ccc3c(c2)NC(=O)/C(=C\c2ccc(OC)c(OC)c2)S3)CC1	18%	11%	-0.2%	-96%	21%	2.7%	-2.1%	1%	7%
Cc1ccc([N+](=O)[O-])cc1NC(=S)NC(=O)c1cccnc1	1%	35%	-0.1%	10%	1%	0.8%	-11%	-33%	14%
CC(C(=O)N1CCOCCOCCOCCOCCOCC1)N1C(=O)c2ccccc2C1=O (configuration not stated)	6%	8%	-0.5%	18%	4%	-0.2%	-2.6%	-53%	7%
CC(C)Oc1ccc(C(=O)NC2CCS(=O)(=O)C2)cc1 (configuration not stated)	11%	-13%	-0.1%	-1%	5%	-1.6%	0.4%	-12%	-1%
Cc1ccc(C2NC(c3ccc(C)cc3)C([N+](=O)[O-])C(C)(C)C2[N+](=O)[O-])cc1 (configuration not stated)	11%	9%	0.1%	-4%	17%	0.9%	0.3%	2%	8%
Nc1nc(CN2CCN(C(=O)c3ccco3)CC2)nc(Nc2cccc(Cl)c2)n1	10%	8%[20 µM]	0.5%	10%	2%	-0.2%	/	-16%	-6%
Cc1c(C(=O)N(C)CCC#N)oc2ccc(S(=O)(=O)N3CC(C)CC(C)C3)cc12 (configuration not stated)	14%	-17%	-0.2%	7%	10%	1.8%	3.3%	-14%	7%
CCC(C)NC(=O)c1ccccc1NC(=O)COc1ccc(OC)cc1 (configuration not stated)	3%	-11%	0.2%	-2%	7%	1.0%	-2.1%	-13%	7%
Cc1ccc(CSCCNC(=O)CN(c2ccc(F)cc2)S(C)(=O)=O)cc1	11%	-23%[20 µM]	-0.2%	-4%	1%	-0.5%	1.0%	-29%	-14%
Cc1cc(C(=O)CSc2nc(N)cc(=O)[nH]2)c(C)n1Cc1ccco1	12%	2%	-1.9%	20%	11%	0.3%	1.5%	0%	1%
CSc1ncc(Cl)c(C(=O)Nc2nnc(SC/C=C/c3ccccc3)s2)n1	14%	-19%	-0.2%	25%	10%	36%	7.5%	24%	-9%
Cc1cc(C)cc(NC(=S)N2C3CCCC2CC(NC(=O)C2CC2)C3)c1 (configuration not stated)	7%	14%	-0.2%	-16%	-1%	-0.6%	3.9%	-17%	-1%
O=c1c2c(nc3nc(NCc4cccc(Cl)c4)[nH]n13)CCC2	/	-4%	-0.2%	3%	8%	2.4%	0.3%	-42%	4%
COC(=O)c1cn(C(=O)/C=C/c2ccc(OC)c(OC)c2)c2ccccc12	-4%	-91%[20 µM]	0.6%	-59%	6%	2.5%	-4.0%	-16%	-9%
COc1ccc(Br)cc1/C=N/Nc1ccc(Cl)c(C(=O)O)c1	10%	-19%	-0.4%	-8%	8%	39%	2.4%	-42%	-4%
Cc1cc(C(=O)N/N=C/c2ccc(N(C)C)o2)cs1	7%	-1%	-0.1%	-15%	23%	1.9%	-4.9%	-49%	-4%
Cc1cccc(NC(=O)c2ccccc2OCC(=O)c2ccc(F)cc2)c1	-1%	-12%	0.6%	-16%	3%	2.7%	-4.4%	-3%	11%
N=c1c2c3c(sc2ncn1N)CCCCC3	6%	0%	-0.5%	2%	15%	0.9%	3.0%	-23%	10%
Nc1nc(SCC(=O)Nc2ccccc2Sc2ccc(Cl)cc2)n[nH]1	7%	-5%	-0.1%	20%	-8%	-3.9%	3.2%	21%	-6%
CCc1nnc(NS(=O)(=O)c2ccc(NC(=O)c3cccc([N+](=O)[O-])c3)cc2)s1	-22%	7%	0.3%	-21%	/	3.4%	-4.9%	2%	2%
O=C(CSc1nnc2ccccn12)NNC(=O)c1ccc(F)cc1	14%	2%	1.4%	11%	1%	0.8%	3.1%	-14%	-27%
O=C(c1cccc(OC2CCN(Cc3cccc(OCCO)c3)CC2)c1)N1CCCC1	2%	6%	0.0%	5%	14%	0.4%	-2.0%	-20%	13%

Part of the list above in order of length of the SMILES, rising:
SMILES	MgcRacGAP inhibition	KOR beta-arrestin-1	GPR55 beta-arrestin	NOD2 inhibition	Large T inhibition	HIV peptide binding	KOR beta-arrestin-2	NOD1 inhibition	GPR55 LPI antagonism
N=c1c2c3c(sc2ncn1N)CCCCC3	6%	0%	-0.5%	2%	15%	0.9%	3.0%	-23%	10%
Cc1cc(C(=O)N/N=C/c2ccc(N(C)C)o2)cs1	7%	-1%	-0.1%	-15%	23%	1.9%	-4.9%	-49%	-4%
O=C(c1cccc(OC2CCN(Cc3cccc(OCCO)c3)CC2)c1)N1CCCC1	2%	6%	0.0%	5%	14%	0.4%	-2.0%	-20%	13%

(further entries)
SMILES	MgcRacGAP inhibition	KOR beta-arrestin-1	GPR55 beta-arrestin	NOD2 inhibition	Large T inhibition	HIV peptide binding	KOR beta-arrestin-2	NOD1 inhibition	GPR55 LPI antagonism
Cc1ccccc1C(=O)N1CCCN(C(=O)c2ccccc2C)CC1	-1%	7%	0.2%	-8%	1%	1.1%	2.1%	-16%	21%
CCOc1ccc(CCNC(=O)c2cn(C)c3ccc(S(=O)(=O)N4CCOCC4)cc3c2=O)cc1OCC	2%	14%	-0.1%	-3%	10%	-0.4%	-2.9%	-26%	1%
CN1C(=O)N(S(=O)(=O)c2ccc(F)c(F)c2F)C(=O)C1(C)C	4%	-22%	0.3%	-3%	-2%	-0.2%	4.2%	11%	-1%
COc1ccc(S(=O)(=O)NC2CC2)cc1Cl	9%	2%[20 µM]	-0.2%	-4%	23%	0.9%	-2.4%	-4%	2%
Cc1ccc(-n2c(C)cc(-c3csc(N)n3)c2C)cc1	12%	-18%	0.1%	22%	5%	50%	18%	-19%	25%
O=C(COc1ccc(S(=O)(=O)N2CCCC2)cc1Cl)N1CCN(c2ccccc2)CC1	2%	1%	29%	3%	-1%	-1.5%	0.3%	-12%	-13%
Cc1cccc(OCC(=O)NCCCNC(=O)c2ccccn2)c1	5%	17%	-0.2%	-1%	14%	0.9%	-6.2%	-19%	9%
CCOC(=O)N1CCC(NC(=O)c2ccc3c(c2)sc2nc(-c4ccccc4)cn23)CC1	9%	-4%	0.1%	-12%	9%	3.5%	-1.5%	34%	10%
O=C1N(Cc2cccc(Cl)c2)C[C@@H]2C[C@@H](c3cccn3-c3nccs3)N3CCC[C@@]123	13%	4%	-0.2%	-6%	9%	-0.6%	1.7%	-7%	6%
Cc1ccc(Nc2cc(C(=O)NCCCN3CCOCC3)c3ccccc3n2)cc1C	3%	-79%	-0.1%	-7%	18%	-0.3%	-3.7%	-1%	2%
COCC1CCN(Cc2nc(-c3cccs3)no2)C1 (configuration not stated)	/	-27%[20 µM]	0.0%	-42%	6%	0.6%	/	12%	5%
CN(C)C(=S)Nc1ccc(Cl)cc1	9%	27%	-0.1%	12%	0%	-1.6%	1.1%	0%	16%
Cc1ccc(C)c(NC(=O)CCC(=O)NNC(=O)c2cccc([N+](=O)[O-])c2)c1	-5%	-30%	-0.2%	-5%	17%	-0.7%	-4.5%	-19%	-3%
COc1ccccc1C(=O)Oc1ccc2c(c1)O/C(=C\c1ccncc1)C2=O	2%	30%	-0.1%	-2%	16%	143%	-2.7%	51%	-4%
O=C1C(=O)N(CNc2ccccn2)c2ccccc21	2%	-160%	-0.1%	7%	3%	1.4%	4.8%	6%	-17%
COc1cc(C)c(-c2cc(C(=O)O)c(C)o2)cc1C(C)C	8%	-32%	0.3%	13%	3%	13%	-1.5%	10%	0%
COc1cc(OC)cc(C(=O)NCCSCc2ccc(Cl)cc2)c1	3%	5%	-0.2%	-2%	-4%	1.5%	0.2%	3%	7%
COc1ccc(OC)c(NC(=O)CSc2nc3scc(C)c3c(=O)[nH]2)c1	7%	-37%	-0.1%	-4%	10%	3.2%	2.2%	15%	-7%
COc1ccc(S(=O)(=O)c2ccccc2)cc1NC(=O)c1c(F)cccc1F	8%	21%	-0.1%	12%	12%	0.3%	-3.2%	-5%	20%
CCCCOC(=O)CSc1nc(N)c(C#N)c(-c2ccc(OCC)cc2)c1C#N	6%	-61%	-0.1%	14%	6%	0.7%	-0.1%	-23%	9%
CCOC(=O)N1CCN(C(=O)Nc2ccc(NC(=O)N3CCN(C(=O)OCC)CC3)cc2)CC1	4%	-10%[20 µM]	-0.1%	1%	11%	0.3%	/	-30%	9%

From PubChem

The list is partial; count on the stated rates, not on these rows.
